697 NFkB inh: lowers PMA/ionomycin-induced NF-kB signal in 697 B cells | 697 B-cell NF-kB luciferase reporter, 16 h | actives 0.33% (n = 330,000) | inhibition, % at 4 µM; in the data active = inhibition above about 35%
Jurkat NFkB inh: lowers PMA/ionomycin-induced NF-kB signal in Jurkat cells; PMA/ionomycin-induced NF-kB luciferase reporter, luminescence; inhibition, % at 4 µM; actives 0.53% (n = 330,000); AID 435003; in the data active = inhibition above about 50%
APJ antag: antagonists of human APJ apelin receptor; P35414; CHO-K1 APJ beta-arrestin complementation, luminescence; inhibition, % at 20 µM; actives 0.32% (n = 330,000); AID 2521;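 active = inhibition above about 40% at 20 µM, limit read from the data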;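 note: cells challenged with 10 nM apelin-13 agonist together with compound; plate controls were apelin-13 plus DMSO wells for no effect and DMSO wells lacking apelin-13 for full effect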
Mdm2 MdmX PPI: inhibitors of human Mdm2/MdmX interaction | O15151+Q00987 | inhibition, % at 8 µM | SaOS-2 split-luciferase Mdm2/MdmX complementation, luminescence | actives 3% (n = 330,000);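 active = inhibition of at least 50% at 8 µM in the primary screen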
Target sequence (O15151 whole entry, looked up): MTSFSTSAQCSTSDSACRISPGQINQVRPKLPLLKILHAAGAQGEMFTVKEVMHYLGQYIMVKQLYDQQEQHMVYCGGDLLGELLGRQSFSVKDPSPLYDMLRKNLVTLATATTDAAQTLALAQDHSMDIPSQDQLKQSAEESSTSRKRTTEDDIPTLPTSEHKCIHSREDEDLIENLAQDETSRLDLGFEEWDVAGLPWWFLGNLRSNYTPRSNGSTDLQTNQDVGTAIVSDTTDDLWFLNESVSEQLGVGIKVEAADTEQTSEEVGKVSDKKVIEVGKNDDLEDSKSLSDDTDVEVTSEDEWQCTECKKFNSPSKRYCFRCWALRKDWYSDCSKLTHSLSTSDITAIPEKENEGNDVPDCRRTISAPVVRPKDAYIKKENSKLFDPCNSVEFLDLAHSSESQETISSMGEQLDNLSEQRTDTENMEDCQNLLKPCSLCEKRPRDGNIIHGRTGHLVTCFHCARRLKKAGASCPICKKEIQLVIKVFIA
Target sequence (Q00987 whole entry, looked up): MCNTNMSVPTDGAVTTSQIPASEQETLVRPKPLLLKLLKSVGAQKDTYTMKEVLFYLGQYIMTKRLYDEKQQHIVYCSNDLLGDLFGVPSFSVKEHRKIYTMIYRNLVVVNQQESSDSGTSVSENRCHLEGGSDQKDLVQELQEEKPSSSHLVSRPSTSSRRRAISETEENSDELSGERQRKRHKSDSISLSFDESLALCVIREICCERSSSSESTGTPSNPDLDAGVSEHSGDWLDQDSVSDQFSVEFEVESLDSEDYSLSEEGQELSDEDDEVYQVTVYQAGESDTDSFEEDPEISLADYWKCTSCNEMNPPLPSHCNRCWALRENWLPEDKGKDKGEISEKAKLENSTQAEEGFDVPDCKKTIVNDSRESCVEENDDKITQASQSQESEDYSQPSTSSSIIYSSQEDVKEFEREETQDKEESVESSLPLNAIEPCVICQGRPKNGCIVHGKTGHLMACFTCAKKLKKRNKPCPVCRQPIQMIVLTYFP
APJ ag: APJ receptor agonism; CHO-K1 APJ PathHunter beta-arrestin, luminescence; 0% DMSO wells, 100% apelin; activation, % at 20 µM; actives 0.11% (n = 330,000); AID 2520;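 active = activation more than six SD over the plate average, tested at 20 µM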;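 note: 0% = DMSO alone and 100% = apelin-13 at 10 nM; some results filed as inactive read as strong as hits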
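Assay system: engineered CHO-K1 APJ arrestin reporter cells; Amount: 1000 CHO-K1 reporter cells seeded per well; Dosing: one dose, 20 µM compound, 1% DMSO; Times: compound stimulation 90 min at 25 °C, detection 60 min; Measured by: luminescent beta-gal fragment complementation, chemiluminescent substrate; Read-out: APJ–arrestin association signal; Controls: DMSO vs Apelin-13 10 nM.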
CHOP UPR activ: apoptotic UPR (CHOP) activation; CHO-CHOP luciferase reporter, luminescence; percent of tunicamycin response over DMSO baseline; activation, % at 10 µM; actives 0.34% (n = 330,000);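 active = at 10 µM dose, activation of 40% or more, normalized to positive control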;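 note: 100% = tunicamycin at 10 µg/mL and 0% = DMSO alone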
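Material: CHO-CHOP cells, stable luciferase reporter of PERK-eIF2a-CHOP signalling; quantity: 500 reporter cells seeded per well; buffer or medium: F12 medium containing 10% fetal bovine serum; compound: one dose, 10 µM in 0.5% DMSO; incubation: 6 h compound treatment, 37 °C; measured by: Steady-Glo luciferase luminescence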
tim23-1 inh: tim23-1 yeast growth inhibition; inhibition, % at 20 µM; actives 1.3% (n = 330,000); S. cerevisiae tim23-1 growth, BacTiter-Glo luminescence, 24 h;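 active = growth inhibition of the mutant yeast at or above 50%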;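 note: temperature-sensitive mutant grown at 25 °C; plate controls were DMSO-treated mutant yeast for no effect and medium wells lacking yeast for full effect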
UPR XBP1 act: adaptive UPR (XBP1) activation | CHO-XBP1 luciferase reporter, IRE1-XBP1 UPR activation, luminescence; percent of tunicamycin response, DMSO as zero | activation, % at 20 µM | actives 0.33% (n = 330,000);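 active = versus positive control, 20 µM dose yields 30% or more activation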;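 note: 100% = tunicamycin at 10 µg/mL and 0% = DMSO only wells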
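Assay system: CHO-XBP1 luciferase reporter cells; Schedule: 6 h treatment, 37 °C; Detection: glow luminescence from Steady-Glo reagent; Benchmarks: high control tunicamycin 10 µg/mL final, low control DMSO vehicle only.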
Active calls of the source: *.

SMILES	697 NFkB inh	Jurkat NFkB inh	APJ antag	Mdm2 MdmX PPI	APJ ag	CHOP UPR activ	tim23-1 inh	UPR XBP1 act
Cc1cc(=O)oc2cc(NC(=O)c3ccnn3C)ccc12	-51	-83	13	-26	8	2.7	-8	3
CCOC(=O)N1CCN(C(=O)CNC(=O)C23CC4CC(CC(C4)C2)C3)CC1	-30	-5	5	-7	-3	-0.9	1	-2
O=C(C1CC(=O)N(C2CCCCC2)C1)N1CCN(c2cccc(C(F)(F)F)c2)CC1 (stereo not drawn)	-8	31	-15	7	-3	0.4	14	-5
c1ccc(-c2csc(-n3cccn3)n2)cc1	-16	-26	-6	-9	-3	2.7	12	3
COc1ccc(/C=C2\SC(=S)N(CCCC(=O)Nc3ccc(C(=O)O)cc3)C2=O)cc1OC	26	-20	6	8	-4	-1.3	-3	-5
O=C(c1ccc(CS(=O)(=O)c2ccc(Br)cc2)o1)N1CCN(c2ccc(F)cc2)CC1	-18	9	-2	8	1	-2.4	7	-3
COc1ccc(-c2nc3nc(SC)nn3cc2C)cc1F	0	-4	-13	0	-2	-0.2	27	-1
CCC(C)NC(=O)C1CCCN(S(=O)(=O)c2ccc3c(c2)CC(C)N3C(C)=O)C1 (stereo not drawn)	1	-2	-2	12	-2	1.6	-7	-3
COc1ccc(Cl)cc1NC(=O)COC(=O)c1ccc(Cl)nc1	14	3	-1	19	0	-2.1	4	0
COc1ccc(CCC(=O)OCc2csc(CC(=O)Nc3ccc(C)cc3)n2)cc1OC	4	-8	9	-5	3	0.7	21	-5
Cc1cc(C(F)(F)F)n2ncc(-c3ccccc3)c2n1	-1	-3	18	-5	-6	2.0	-18	2
COc1ccccc1N1CCN(C(=O)C2CCCN(S(=O)(=O)c3ccc4c(c3)oc(=O)n4C)C2)CC1 (stereo not drawn)	-35	23	-1	25	7	4.4	11	-4
CCc1ccc(N2C(=O)Nc3ccc(Br)cc3C2(O)C(=O)NCCN(C)C)cc1 (stereo not drawn)	14	6	6	17	-3	-0.3	5	2
CC(=O)c1cc(CN2CCC(C(=O)Nc3ccc(-n4nc(C)cc4C)cc3)CC2)cs1	1	17	-23	27	0	0.4	13	-4
Cc1cc(-c2ccco2)n(CC(=O)NCCN(C)C)n1	11	-7	-11	7	-2	-1.9	-7	-3
COc1ccc(NC(=O)CN(C)S(=O)(=O)c2ccccc2)cc1OC	17	-3	2	22	-2	-1.6	2	-1
Cc1ccn2cc(CNC(=O)c3ccc(Br)o3)nc2c1	-3	5	-10	-16	-4	2.4	-10	-1
COc1cc(/C=N/NC(=O)C23CC4CC(CC(C4)C2)C3)cc(Br)c1O	8	7	-2	-4	-2	2.1	16	-1
COc1cccc(/C=N/n2c(-c3n[nH]c4c3CCC4)n[nH]c2=S)c1O	1	41	24	-8	3	-1.2	22	-1
CC(C)C[C@@H](COc1ccccc1)N1CCN(Cc2ccccc2)CCC1=O	-1	19	10	-5	12	-1.5	-4	-1
CC(Oc1cccc([N+](=O)[O-])c1)C(=O)NCCC1=CCCCC1 (stereo not drawn)	0	8	13	25	-3	-0.5	22	1
Cc1ccc(S(=O)(=O)NCC(=O)NCC(=O)NC(C)c2ccccc2Br)cc1C (stereo not drawn)	10	17	1	17	-4	0.3	8	1
O=C(CSc1nnc(SCc2cccc3ccccc23)s1)N/N=C/c1c[nH]c2ccccc12	-31	-13	0	-3	3	0.0	23	3
CC(C)C(=O)C1=Cc2cc([N+](=O)[O-])ccc2OC1N1CCOCC1 (stereo not drawn)	-24	1	11	19	-3	1.7	35	-2
CC(=O)N(c1c(C)n(C)n(-c2ccccc2)c1=O)C1(C(=O)NC2CCCCC2)CCCCC1	4	-9	-7	15	0	2.2	7	1

Among those listed so far, 5 have bromine.
SMILES	697 NFkB inh	Jurkat NFkB inh	APJ antag	Mdm2 MdmX PPI	APJ ag	CHOP UPR activ	tim23-1 inh	UPR XBP1 act
O=C(c1ccc(CS(=O)(=O)c2ccc(Br)cc2)o1)N1CCN(c2ccc(F)cc2)CC1	-18	9	-2	8	1	-2.4	7	-3
CCc1ccc(N2C(=O)Nc3ccc(Br)cc3C2(O)C(=O)NCCN(C)C)cc1 (stereo not drawn)	14	6	6	17	-3	-0.3	5	2
Cc1ccn2cc(CNC(=O)c3ccc(Br)o3)nc2c1	-3	5	-10	-16	-4	2.4	-10	-1
COc1cc(/C=N/NC(=O)C23CC4CC(CC(C4)C2)C3)cc(Br)c1O	8	7	-2	-4	-2	2.1	16	-1
Cc1ccc(S(=O)(=O)NCC(=O)NCC(=O)NC(C)c2ccccc2Br)cc1C (stereo not drawn)	10	17	1	17	-4	0.3	8	1

Full records, quoted from the list. Values in the order: 697 NFkB inh | Jurkat NFkB inh | APJ antag | Mdm2 MdmX PPI | APJ ag | CHOP UPR activ | tim23-1 inh | UPR XBP1 act
COc1ccccc1N1CCN(C(=O)C2CCCN(S(=O)(=O)c3ccc4c(c3)oc(=O)n4C)C2)CC1 (stereo not drawn) is listed with -35 | 23 | -1 | 25 | 7 | 4.4 | 11 | -4
CC(=O)N(c1c(C)n(C)n(-c2ccccc2)c1=O)C1(C(=O)NC2CCCCC2)CCCCC1 is listed with 4 | -9 | -7 | 15 | 0 | 2.2 | 7 | 1

The list continues:
SMILES	697 NFkB inh	Jurkat NFkB inh	APJ antag	Mdm2 MdmX PPI	APJ ag	CHOP UPR activ	tim23-1 inh	UPR XBP1 act
O=C(NC(=S)Nc1cc(C(F)(F)F)ccc1N1CCOCC1)c1sc2ccccc2c1Cl	-28	-2	25	50*	-3	-0.6	8	1
Cc1nn(C)c(C)c1CNC(=O)c1cnn2c1NC(c1ccccc1)CC2C(F)(F)F (stereo not drawn)	8	4	-10	-8	-5	-1.6	16	-5
COc1ccc(S(=O)(=O)Nc2ccccc2OC)cc1NC(=O)Cc1cccs1	18	42	1	-21	3	-0.3	24	-1
COc1ccc(OCCN2CCN(C3CC(=O)N(CCC(C)C)C3=O)CC2)cc1 (stereo not drawn)	-26	-12	4	-17	0	0.1	6	-2
O=c1c2ccccc2c(C=Nc2ccc(S(=O)(=O)N3CCCCC3)cc2)c(O)n1-c1ccc(Cl)cn1	-17	15	-12	-1	2	3.1	21	0
O=C1C2C3C=CC(C3)C2C(=O)N1Cc1ccc(CN2C(=O)C3C4C=CC(C4)C3C2=O)cc1 (stereo not drawn)	7	-7	2	12	-3	-3.2	-2	-2
N#CCSc1nc2ccc(N3CCCCC3)cc2c(=O)n1Cc1ccccc1	6	3	3	-3	0	-0.6	22	2
CC1(C)Cc2c(c(N3CCOCC3)nc3sc4c(NCC5CCCO5)nnnc4c23)CS1 (stereo not drawn)	5	-3	0	70*	-5	9.3	45	33*
Cc1ccc(-c2nn(CCC(=O)NN3CCOCC3)c(=O)c3ccccc23)cc1	5	-7	-15	21	-2	1.4	-10	-1
Cc1cc2c(=O)n(CC(=O)NCC(=O)N3CCN(Cc4ccccc4)CC3)cnc2s1	-17	-12	12	23	-1	2.8	-11	-5
N#CCSc1nc2c(c(=O)n1Cc1ccccc1)C1(CCCC1)Cc1ccccc1-2	15	-1	11	3	-3	-0.7	18	6
CC1(C)CC(=O)/C(=C(\O)c2ccccc2)C(=NCCO)C1	-8	-19	-19	-22	-1	-1.1	12	1
COc1ccccc1N1CCN(S(=O)(=O)c2ccc(-n3cnnn3)c(C)c2)CC1	16	-1	9	17	-3	-1.6	9	-1
O=c1oc2ccc3ccccc3c2cc1-c1nnc(-c2cccs2)o1	-21	12	-7	8	0	4.3	6	1
COC(=O)Cc1csc(NC(=O)CSc2nncn2C)n1	3	3	-2	11	-1	-0.2	3	-2
COc1cc(C(=O)NCCC(=O)NC2CCC(C)CC2)cc(OC)c1OC (stereo not drawn)	-2	-13	0	-35	9	0.2	-1	-4
COc1cc(CNC23CC4CC(CC(C4)C2)C3)ccc1OCc1ccccc1	-5	-8	0	45	1	0.3	3	-2
COc1ccc(NS(=O)(=O)c2ccc3c(c2)NC(=O)CO3)cc1	12	-8	6	5	-3	0.1	-6	-5
CC(=O)Nc1sc2c(c1C(N)=O)CCN(Cc1ccccc1)C2	22	-1	8	15	-3	1.7	4	1
CSc1ccc(CN(C)C(=O)CSCC(=O)Nc2cc(C)on2)cc1	-13	-1	8	-17	1	-1.6	-13	-5
CCN=C1SC(CC(N)=O)C(=O)N1CC (stereo not drawn)	13	2	2	11	-4	1.1	-6	-2
O=C(O)CCCC(=O)NCc1ccccn1	-13	1	6	3	0	1.4	0	-2
CCOC(=O)CCc1c(C)c2ccc(OCc3cc([N+](=O)[O-])ccc3OC)cc2oc1=O	17	-1	24	22	-1	0.1	-4	8
N#CC1=C(N)OC2=C(C(=O)CCC2)C1c1ccncc1 (stereo not drawn)	2	-2	-18	3	1	-1.4	10	-1
O=C(CNc1cc(S(=O)(=O)N2CCOCC2)ccc1NCC1CCCO1)Nc1ccc(C(F)(F)F)cc1 (stereo not drawn)	17	-13	-71	13	4	0.8	25	-4

Remaining list, next part
SMILES	697 NFkB inh	Jurkat NFkB inh	APJ antag	Mdm2 MdmX PPI	APJ ag	CHOP UPR activ	tim23-1 inh	UPR XBP1 act
Cc1ccccc1CNc1ccc(C(CC(N)=O)NC(=O)c2ccc(Br)cc2)cc1[N+](=O)[O-] (stereo not drawn)	-25	-8	26	3	-1	0.0	6	0
COc1ccc(/C=N/Nc2nncc3ccccc23)c(OC)c1	-52	-94	5	-25	1	10	13	3
CCOc1ccc(N2CC(C(=O)NCCCN3CCOCC3)CC2=O)cc1 (stereo not drawn)	-3	-4	-4	16	-6	-1.7	9	-1
Cc1ccc(C)c2c1[nH]c1ccccc12	-7	-1	5	-34	3	-2.2	25	1
OCC[C@H]1C[C@H](O)[C@@H](O)[C@@]2(Cc3ccccc3O2)O1	17	15	-9	-5	-4	-0.2	-9	1
Cc1ccc(-c2nnc(COC(=O)c3ccco3)o2)cc1	11	7	11	-8	1	0.2	6	2
CC1CCCCC12NC(=O)N(Cn1nnc3ccccc3c1=O)C2=O (stereo not drawn)	23	-9	4	10	2	-2.1	-3	-5
CC(C)(C)C(=O)Nc1ccc(C(=O)CSc2nnc(C3CC3)n2C2CC2)cc1	8	15	-4	-21	0	0.5	6	-1
COc1ccc2cc(OCC(=O)NNC(=O)Nc3ccc(C(C)=O)cc3)ccc2c1	-26	-35	20	-17	-2	2.4	10	-2
CC(C)[C@H](NC(N)=O)C(=O)NNC(=O)COc1cccc(C(F)(F)F)c1	4	-1	-1	14	-4	-1.2	6	-2
COc1cc2c(cc1OC)C(C(=O)NCCN(C)C)C(c1cccs1)N(C)C2=O (stereo not drawn)	-9	3	3	-13	-1	2.1	-1	-1
CCC(NC(=O)c1ccc([N+](=O)[O-])cc1[N+](=O)[O-])c1ccccc1 (stereo not drawn)	11	-4	-11	21	6	0.9	9	-3
Cc1ccc(S(=O)(=O)Cn2cnnn2)cc1	25	10	16	0	-2	-0.9	-3	2
CC1Cc2ccccc2N1C(=O)CSc1nnc(C2CC2)n1C (stereo not drawn)	12	6	10	3	-2	-1.5	6	-1
Cc1nn(C)c(C(=O)Nc2ccc3c(c2)OCO3)c1[N+](=O)[O-]	-15	2	-5	25	7	4.2	14	1
C#CCn1cc(/C=C2\NC(=O)NC2=O)c2ccccc21	0	-18	-1	25	-1	-0.7	-8	2
CC(=O)c1cccc(NC(=O)C(C)N2CCc3ccccc3C2)c1 (stereo not drawn)	-10	9	-5	23	0	-0.6	12	-3
Cc1nc2ccc(NC(=O)CS(=O)(=O)c3ccccc3)cc2s1	-44	-30	14	-1	-2	4.2	2	2
CCOc1cc(C(=O)Nc2ccc(C)cc2C)ccc1OCC(=O)N1CCCCC1	10	4	-10	19	-1	-1.5	-3	-3
CCCCCOc1ccc(C(=O)NCCC(=O)NCCCC(=O)OCC)cc1	-18	13	-1	-15	-2	0.3	11	-2
CC1CCCCC1NC(=O)COC(=O)/C=C/c1ccco1 (stereo not drawn)	7	4	-53	-2	-4	1.3	25	-1
